Screening data from PubChem BioAssay.
NCOA1 inh: inhibitors of human steroid receptor coactivator 1 (SRC1); Q15788; HEK293 GAL4-SRC1 luciferase reporter, luminescence; 360,000 compounds, 0.12% hits; inhibition, % at 3.6 µM;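 active = inhibition above the campaign mean plus 3 SD, with each screening campaign given its own cutoff, cut at about 60% in these data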;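 note: 0% = DMSO treated cells and 100% = gossypol at 36 µM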
TWEAK-Fn14 inh: inhibitors of TWEAK-Fn14 interaction signaling. 360,000 compounds, 2% hits. inhibition, % at 10 µM. TWEAK-stimulated Fn14 reporter cells, luciferase luminescence, 8 h; in the data active = inhibition above about 50%
ABHD5 PLIN5 PPI: ABHD5-PLIN5 protein interaction inhibition | Q00G26+Q8WTS1 | Split G. princeps luciferase complementation, luminescence, 4 h | inhibition, % at 4 µM | 360,000 compounds, 0.78% hits | AID 602281;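 active = inhibition above the mean inhibition across every tested compound plus 3 SD, cut at about 22% in these data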;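 note: 0% = DMSO only wells and the 100% control is not disclosed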
TLR9-MyD88 inh: TLR9-MyD88 interaction inhibition; Q9NR96+Q99836; inhibition, % at 4.98 µM; CHO BLA complementation TLR9-MyD88, CCF4 FRET ratio; 340,000 compounds, 0.21% hits;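 active = inhibition above the mean over all tested compounds plus 3 SD, cut at about 21% in these data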;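 note: 0% = DMSO only wells and 100% = clavulanate BLA inhibitor control wells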
NOD2 RIPK2 PPI: inhibitors of human NOD2-RIPK2 interaction; 360,000 compounds, 0.38% hits; inhibition, % at 4.98 µM; O43353; CHO BLA complementation NOD2-RIPK2, CCF4 ratio; in the data active = inhibition above about 21%;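 note: 0% = vehicle only and 100% = reference blocker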
Granule exo inh: lytic granule exocytosis inhibition; TALL-104 LAMP-1 surface exposure, flow cytometry; cells stimulated with thapsigargin and PMA; 360,000 compounds, 0.66% hits; inhibition, % at 10 µM;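 active = inhibition above about 55%, limit read from the data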
TROY NFkB inh: blocks TROY-dependent signaling in reporter cells; inhibition, % at 10 µM; 360,000 compounds, 0.98% hits; Q293 LMP1-TROYcd NF-kB luciferase reporter, 4 h;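 active = compounds whose plate-normalised and pattern-corrected inhibition of the luciferase reporter signal at the single screening dose is 50% or more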
LRH-1 inv ag: NR5A2 inverse agonism in reporter assay; inhibition, % at 3.6 µM; 360,000 compounds, 0.13% hits; HEK293T StAR-luciferase reporter, LRH-1 transfected, 24 h;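 active = inhibition above the mean inhibition of all tested compounds plus 3 SD, cut at about 73% in these data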;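 note: 0% = DMSO wells and 100% = reporter-only cells lacking LRH-1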
COUP-TFII inh: NR2F2 (human) inhibition, primary screen; P24468; HEK293T NGFI-A luciferase reporter, luminescence; inhibition, % at 8.6 µM; 370,000 compounds, 0.7% hits; AID 686940;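 active = inhibition above a per-plate cutoff, mean inhibition of test wells between control levels plus 3 SD, cut at about 38% in these data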;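 note: cells cotransfected with COUP-TFII expression vector driving the NGFI-A reporter; 0% = median of COUP-TF2 test wells and 100% = reporter-only cells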
SRC2 inh: human SRC2 (NCOA2) inhibition. AID 651957. inhibition, % at 9 µM. Q15596. 370,000 compounds, 0.17% hits. HEK293 GAL4-SRC2 luciferase reporter, luminescence;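 active = inhibition above the mean inhibition of all tested compounds plus 3 SD, set per campaign, cut at about 52% in these data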;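 note: 0% = DMSO treated cells and 100% = cells given Gossypol at 36 µM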
Target sequence (Q15596 whole entry, looked up, the tested form may be a part): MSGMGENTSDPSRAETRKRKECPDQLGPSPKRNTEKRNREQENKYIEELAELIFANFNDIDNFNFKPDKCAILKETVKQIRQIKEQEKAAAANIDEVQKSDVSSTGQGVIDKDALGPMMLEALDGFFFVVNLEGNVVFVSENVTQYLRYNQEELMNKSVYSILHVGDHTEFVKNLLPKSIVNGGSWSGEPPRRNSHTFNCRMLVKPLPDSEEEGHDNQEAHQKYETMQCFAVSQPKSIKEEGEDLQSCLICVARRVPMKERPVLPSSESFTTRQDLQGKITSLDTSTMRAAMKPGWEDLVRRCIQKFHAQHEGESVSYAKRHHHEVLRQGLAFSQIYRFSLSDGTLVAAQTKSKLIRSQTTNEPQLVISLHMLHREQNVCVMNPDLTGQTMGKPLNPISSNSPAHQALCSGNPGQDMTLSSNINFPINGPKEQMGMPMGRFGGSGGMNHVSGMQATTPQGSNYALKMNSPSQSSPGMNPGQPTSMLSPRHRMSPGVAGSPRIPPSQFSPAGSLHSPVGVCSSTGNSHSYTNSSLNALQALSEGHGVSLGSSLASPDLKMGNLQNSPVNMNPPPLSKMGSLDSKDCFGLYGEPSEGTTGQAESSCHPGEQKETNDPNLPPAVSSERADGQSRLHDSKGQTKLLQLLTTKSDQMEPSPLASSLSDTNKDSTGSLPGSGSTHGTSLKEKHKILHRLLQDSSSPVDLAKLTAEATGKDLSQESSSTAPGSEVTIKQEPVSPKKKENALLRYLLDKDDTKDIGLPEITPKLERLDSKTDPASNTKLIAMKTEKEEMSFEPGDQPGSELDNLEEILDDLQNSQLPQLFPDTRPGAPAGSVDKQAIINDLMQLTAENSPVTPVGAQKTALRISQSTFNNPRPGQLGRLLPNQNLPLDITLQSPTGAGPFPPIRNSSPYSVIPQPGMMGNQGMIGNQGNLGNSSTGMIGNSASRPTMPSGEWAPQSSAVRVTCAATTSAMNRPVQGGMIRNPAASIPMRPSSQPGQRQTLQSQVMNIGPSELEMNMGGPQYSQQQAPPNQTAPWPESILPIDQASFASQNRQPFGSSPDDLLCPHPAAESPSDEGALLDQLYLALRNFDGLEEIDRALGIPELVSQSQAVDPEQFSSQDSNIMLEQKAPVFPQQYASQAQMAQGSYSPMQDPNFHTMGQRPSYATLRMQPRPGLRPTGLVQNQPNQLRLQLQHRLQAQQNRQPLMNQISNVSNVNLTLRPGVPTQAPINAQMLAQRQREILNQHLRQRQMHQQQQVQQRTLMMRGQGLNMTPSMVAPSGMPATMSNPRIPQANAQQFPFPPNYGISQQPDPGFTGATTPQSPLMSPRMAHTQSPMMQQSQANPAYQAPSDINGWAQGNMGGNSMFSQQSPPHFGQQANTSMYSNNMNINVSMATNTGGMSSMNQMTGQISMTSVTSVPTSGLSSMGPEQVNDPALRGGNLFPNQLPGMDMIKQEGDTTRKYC
NCOA3 inh: human NCOA3 inhibition; Q9Y6Q9; HEK293 GAL4-SRC3 luciferase reporter, luminescence; AID 588352; inhibition, % at 3.6 µM; 360,000 compounds, 0.17% hits;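 active = inhibition above a per-campaign cutoff, the mean of all compounds plus 3 SD, cut at about 60% in these data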;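 note: 0% = DMSO-treated cells and 100% = gossypol-treated cells at 36 µM; higher means less SRC3-driven luciferase light from the GAL4 reporter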
An asterisk follows results filed as active; · = not tested or not shown.

#1 O=C(NC1CCCCC1)C(c1cccnc1)N(C(=O)c1ccc(Cl)nc1)C1CCCCC1 (stereo not given)
#2 COc1ccc(N2CCN(C(=O)COC(=O)COc3cccc(C(F)(F)F)c3)CC2)cc1
#3 CCOC(=O)COc1ccc2nsnc2c1Cl
#4 CCOC(=O)c1ccc(NC(=O)CCc2nc(-c3ccc(C)cc3)no2)cc1
#5 O=C(OCCN1C(=O)c2ccccc2C1=O)c1ccc(S(=O)(=O)N2CCCCCC2)cc1
#6 CCC(=O)Nc1ccc(N/C(N)=N/c2nc(C)cc(C)n2)cc1
#7 CCOc1ccc(-n2c(C)c(C(=O)OC)c3cc(O)ccc32)cc1
#8 O=C(NCc1cccc(C(F)(F)F)c1)c1csc([C@H]2C[C@H](O)[C@@H](CO)O2)n1

entry no.	1	2	3	4	5	6	7	8
NCOA1 inh	9	-7	2	-2	-28	-2	-19	9
TWEAK-Fn14 inh	18	4	-20	28	3	-10	29	18
ABHD5 PLIN5 PPI	-2	-4	0	-12	3	4	1	9
TLR9-MyD88 inh	4	9	4	-2	-13	-3	-9	·
NOD2 RIPK2 PPI	-4	-2	1	9	-9	-5	-2	-13
Granule exo inh	1	0	-2	0	-2	1	-4	-1
TROY NFkB inh	-9	-1	0	22	23	3	35	8
LRH-1 inv ag	-2	33	8	12	-10	2	-10	-15
COUP-TFII inh	-4	-20	-6	-5	-5	5	8	3
SRC2 inh	-24	-3	1	-3	-9	-7	15	-27
NCOA3 inh	-8	17	24	5	11	13	17	-12

#9 COc1ccc(NC(=O)C2Cc3ccccc3C(=O)O2)cc1 (stereo not given)
#10 CC(C)C(C)NC(=O)CSc1nnc(-c2c[nH]c3ccccc23)o1 (stereo not given)
#11 C=CCn1c(COc2ccc(Cl)cc2)nnc1SCC(=O)N/N=C/c1cccc(O)c1
#12 COc1ccc(C(=O)Cn2cnc3ccc(Cl)cc3c2=O)cc1F
#13 C#CCOCCOCCOCCNc1nc(N2CCN(C(=O)Cn3cc(CCCCN)nn3)CC2)nc(N2CCN(C(=O)Cn3cc(CCCCN)nn3)CC2)n1
#14 COCCCNS(=O)(=O)c1cccc(S(=O)(=O)c2cccc(S(=O)(=O)NCCCOC)c2)c1
#15 COc1cccc(-c2cnc3cccnn23)c1
#16 Clc1ccc(-c2c[nH]c3ccccc23)nn1

entry no.	9	10	11	12	13	14	15	16
NCOA1 inh	-34	-6	-13	-22	8	20	-5	-22
TWEAK-Fn14 inh	-7	-9	27	11	2	-2	14	-2
ABHD5 PLIN5 PPI	2	6	-11	1	0	-1	3	0
TLR9-MyD88 inh	7	-10	-4	-8	-9	2	·	-3
NOD2 RIPK2 PPI	-7	5	-4	1	-6	-9	-2	3
Granule exo inh	-4	-2	-2	2	-19	19	0	-5
TROY NFkB inh	-54	9	40	-8	-5	-3	-36	-49
LRH-1 inv ag	-44	0	-14	8	-5	15	-73	-10
COUP-TFII inh	-28	-2	9	-11	-12	11	-8	-16
SRC2 inh	-40	-31	-42	-6	4	0	1	-19
NCOA3 inh	-20	17	5	-32	6	-5	-15	-8

#17 CC(Sc1nnc(-c2ccccc2F)n1C)C(=O)Nc1ccc(N2CCOCC2)cc1 (stereo not given)
#18 Cc1ccc(-c2nn(-c3ccccc3)cc2/C=C/C(=O)Nc2cccc(S(N)(=O)=O)c2)cc1
#19 COc1ccc(OC)c(NC(=O)C2CCCN(S(=O)(=O)c3cccc4nonc34)C2)c1 (stereo not given)
#20 O=S(=O)(c1cccs1)N1CCN(c2ccccc2F)CC1
#21 CN(C(=O)c1cccc(NC(=O)Cc2cccc([N+](=O)[O-])c2)c1)C1CC1
#22 CCCCn1c(N)c(N(CCOC)C(=O)CCNC(=O)NC23CC4CC(CC(C4)C2)C3)c(=O)[nH]c1=O
#23 Cc1ccc(NC(=O)CN2C(=O)S/C(=C\c3ccc(OCC(=O)O)c(Br)c3)C2=O)cc1
#24 CCOc1ccc(CN2CCNC(=O)C2CC(=O)OC)cc1 (stereo not given)

entry no.	17	18	19	20	21	22	23	24
NCOA1 inh	·	0	13	2	-8	-1	-29	15
TWEAK-Fn14 inh	-1	-3	-17	-21	-17	11	25	-17
ABHD5 PLIN5 PPI	·	5	2	1	-4	1	2	1
TLR9-MyD88 inh	-7	5	-6	-1	-7	3	-6	2
NOD2 RIPK2 PPI	·	6	-10	-12	-1	3	-1	-4
Granule exo inh	-17	8	0	-7	-2	-14	-9	-7
TROY NFkB inh	-10	1	-1	-12	13	-8	0	-8
LRH-1 inv ag	·	15	-19	15	-6	3	16	12
COUP-TFII inh	-20	-9	7	-11	0	-6	-18	-10
SRC2 inh	-35	-16	-6	1	-17	9	18	-1
NCOA3 inh	·	2	6	4	-10	-19	1	-11

#25 CC(=O)Nc1cc(C(C)C)c(O)c(C(C)C)c1
#26 Cc1ccccc1NC(=O)NCc1ccccn1
#27 Cn1cnnc1SCC(=O)c1ccc2c(c1)OCCO2
#28 O=C(COc1ccccc1O)NC1CCCC1
#29 COCCCN1C(=O)C(CC(=O)NCCc2ccccn2)CC(C(=O)N(C(C)C)C(C)C)=C1C (stereo not given)
#30 CCOC(=O)c1cnc2nc(C)nn2c1N
#31 CNC(=O)c1c(O)c2cccc3c2n(c1=O)CC3
#32 COc1ccc(NC(=O)N2CCC(c3nc4ccccc4[nH]3)CC2)cc1

entry no.	25	26	27	28	29	30	31	32
NCOA1 inh	4	-17	-9	-14	-3	-5	-6	-8
TWEAK-Fn14 inh	18	-13	1	12	-3	-8	53*	0
ABHD5 PLIN5 PPI	11	-3	3	5	-2	4	5	4
TLR9-MyD88 inh	2	3	-8	-7	·	4	-3	13
NOD2 RIPK2 PPI	0	-1	0	4	1	-9	5	3
Granule exo inh	2	1	0	2	-3	-2	-2	-4
TROY NFkB inh	-5	-18	-1	-21	3	-6	·	-9
LRH-1 inv ag	8	6	26	-11	5	3	-9	5
COUP-TFII inh	9	18	-2	-8	-6	19	-4	4
SRC2 inh	5	-15	-11	20	3	2	3	-6
NCOA3 inh	15	11	-27	6	16	-16	-22	-13

Entries shown so far with two or more sulfur atoms (two):
#14 COCCCNS(=O)(=O)c1cccc(S(=O)(=O)c2cccc(S(=O)(=O)NCCCOC)c2)c1
#20 O=S(=O)(c1cccs1)N1CCN(c2ccccc2F)CC1

entry no.	14	20
NCOA1 inh	20	2
TWEAK-Fn14 inh	-2	-21
ABHD5 PLIN5 PPI	-1	1
TLR9-MyD88 inh	2	-1
NOD2 RIPK2 PPI	-9	-12
Granule exo inh	19	-7
TROY NFkB inh	-3	-12
LRH-1 inv ag	15	15
COUP-TFII inh	11	-11
SRC2 inh	0	1
NCOA3 inh	-5	4

Next part.
#33 CCCC[C@H]1COCCS(=O)(=O)N1Cc1cccc(Cl)c1
#34 CCCCn1nnnc1C(c1cc2ccccc2o1)N1CCCC1 (stereo not given)
#35 CCOc1cc(N2CCOCC2)c(OCC)cc1NC(=S)NCCCOC
#36 COc1ccc(-c2cc(C(=O)N3CCN(c4ccccn4)CC3)c3ccccc3n2)cc1
#37 O=C(CCNC(=O)c1ccccc1)N/N=C/c1ccc([N+](=O)[O-])cc1
#38 Cc1cc(/C=C2/NC(=S)NC2=O)c(C)n1-c1cccnc1
#39 Cc1ccc(/C=C(\C#N)C(=O)NCCN2CCOCC2)cc1
#40 O=C1C=C(Nc2ccc(Cl)cc2)CC(c2ccco2)C1 (stereo not given)

entry no.	33	34	35	36	37	38	39	40
NCOA1 inh	-6	·	17	-52	1	-43	-14	1
TWEAK-Fn14 inh	4	1	-8	40	4	-22	-4	56*
ABHD5 PLIN5 PPI	-1	-1	-2	11	-1	7	2	-2
TLR9-MyD88 inh	1	·	-1	-3	4	-7	2	-8
NOD2 RIPK2 PPI	1	-13	-8	-6	-3	4	11	-4
Granule exo inh	3	-3	-2	-1	0	-8	-2	0
TROY NFkB inh	6	-5	7	-49	-13	-1	-13	·
LRH-1 inv ag	-18	7	7	-81	-2	-7	-13	1
COUP-TFII inh	23	2	3	-23	8	-9	3	-8
SRC2 inh	-13	2	1	-32	-7	-10	13	3
NCOA3 inh	-18	·	-6	-43	1	-27	-8	-1

#41 c1coc(-c2ccnc3nc(-n4cccc4)nn23)c1
#42 CCn1ccnc1CNC(=O)C1CCC(=O)N(Cc2ccccc2F)C1 (stereo not given)
#43 O=C(c1ccco1)N1N=C(c2ccc(Cl)cc2)CC1c1ccco1 (stereo not given)
#44 O=C(CN1CCN(Cc2ccc3c(c2)OCO3)CC1)Nc1cc(S(=O)(=O)N2CCCC2)ccc1Cl
#45 COc1ccc(CC2CCOC2=O)cc1 (stereo not given)
#46 COC(=O)c1ccc(/C=C/C(=O)c2cccc(OC)c2)cc1
#47 CC(C)(C)OC(=O)NCC(=O)NCC(=O)OCc1ccccc1
#48 COC(=O)c1c(-c2ccc(SC)cc2)sc2ccccc12

entry no.	41	42	43	44	45	46	47	48
NCOA1 inh	-11	1	-3	5	4	-16	5	-46
TWEAK-Fn14 inh	-16	24	5	-12	2	-6	-1	-21
ABHD5 PLIN5 PPI	0	1	0	-2	1	14	0	-8
TLR9-MyD88 inh	2	9	6	-2	5	5	-8	-12
NOD2 RIPK2 PPI	1	-2	-5	-5	-6	-7	-6	2
Granule exo inh	8	4	16	-1	3	14	-1	1
TROY NFkB inh	-19	-20	36	25	3	-54	2	-53
LRH-1 inv ag	-2	19	-9	4	3	6	14	-39
COUP-TFII inh	2	0	-20	3	13	-18	9	-29
SRC2 inh	-14	33	-8	19	9	-15	-31	-17
NCOA3 inh	-24	5	0	12	15	7	13	-45

#49 O=C(Cc1ccccc1)NCCSC1CCCCC1
#50 Cc1ccnc(NC(=O)CNC(=O)c2sc3ccccc3c2Cl)c1
#51 CC(CC(=O)N1CCc2ccccc21)n1cccn1 (stereo not given)
#52 Cc1ccc(NC(=S)NCCN(C2CCCCC2)C2CCCC2)cc1

entry no.	49	50	51	52
NCOA1 inh	-3	-87	-30	-1
TWEAK-Fn14 inh	-26	3	-2	-8
ABHD5 PLIN5 PPI	7	2	-1	-2
TLR9-MyD88 inh	-10	3	7	-2
NOD2 RIPK2 PPI	-13	2	-4	0
Granule exo inh	2	38	0	-4
TROY NFkB inh	-27	36	-15	-11
LRH-1 inv ag	1	-109	-8	7
COUP-TFII inh	-13	-41	-18	-7
SRC2 inh	-58	-110	-9	6
NCOA3 inh	-19	-89	-27	19

A portion of the library; rates above refer to the full screens.
